# proCasp3 act = activates human procaspase-3. P42574. recombinant procaspase-3 D3A, Ac-DEVD-pNA absorbance 405 nm. activation, % at 8.5 µM. 0.11% of 330,000 active;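 active = activation above the mean of all tested compounds plus 3 SD, cut at about 21% in these data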;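 note: 0% = DMSO alone and 100% = DMSO wells spiked with extra 5 µM PC-3 D3A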
# Target sequence (P42574 whole entry D9A/D28A/D175A): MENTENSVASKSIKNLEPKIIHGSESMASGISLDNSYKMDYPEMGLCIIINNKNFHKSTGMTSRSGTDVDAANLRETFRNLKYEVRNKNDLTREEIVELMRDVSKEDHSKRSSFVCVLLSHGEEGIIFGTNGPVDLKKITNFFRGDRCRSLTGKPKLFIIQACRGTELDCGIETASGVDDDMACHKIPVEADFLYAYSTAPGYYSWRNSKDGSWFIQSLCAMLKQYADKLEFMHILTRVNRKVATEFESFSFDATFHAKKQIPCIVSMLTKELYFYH
#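 Assay system – Procaspase-3 D3A mutant, all three cleavage aspartates alanine · Controls – DMSO-only low control, 5 µM PC-3 D3A high control · Schedule – 1 h compound preincubation, 2 h substrate hydrolysis at 25 °C · Signal – 405 nm absorbance of p-nitroaniline, reads at 0 and 120 min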
# LAP4-GFP MLPCN = alters LAP4-GFP fluorescence in TOR pathway yeast screen; GFP response vs DMSO, % at 10 µM; 0.34% of 320,000 active; S. cerevisiae LAP4-GFP multiplex, flow cytometry GFP, 3 h; median GFP as percent of DMSO wells;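 active = GFP response vs DMSO above a set limit, about the screen mean plus 3 SD, cut at about 150% in these data; inconclusive = under 70 cell events counted for the yeast strain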
# MEP2 TOR yeast = yeast TOR pathway MEP2-GFP modulation | S. cerevisiae MEP2-GFP strain, flow cytometry GFP, 3 h; 100% = DMSO control level | GFP response vs DMSO, % at 10 µM | 0.51% of 330,000 active;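 active = GFP response versus DMSO above a set limit, roughly screen mean plus 3 SD, cut at about 180% in these data; inconclusive = fewer than 70 cells counted for a yeast strain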;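 note: median GFP fluorescence of the barcode-gated MEP2-GFP cells per well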
# AHR act = activators of human aryl hydrocarbon receptor; activation, % at 5 µM; AHR-responsive luciferase reporter cells, luminescence; P35869; 2.5% of 320,000 active; AID 2796; in the data active = activation above about 47%;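 note: 0% = vehicle wells and 100% = reference agonist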
# proCasp7 act = counter-screen for procaspase-3 activators: activators of human procaspase-7; 0.093% of 330,000 active; activation, % at 8.5 µM; recombinant procaspase-7, Ac-DEVD-pNA absorbance 405 nm; D23A/D198A/D206A triple mutant, cannot self-cleave; scale: DMSO 0, 5 µM enzyme 100; P55210;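 active = percent activation above the screen-wide mean plus 3 SD, cut at about 25% in these data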
# Target sequence (P55210 whole entry D23A/D198A/D206A): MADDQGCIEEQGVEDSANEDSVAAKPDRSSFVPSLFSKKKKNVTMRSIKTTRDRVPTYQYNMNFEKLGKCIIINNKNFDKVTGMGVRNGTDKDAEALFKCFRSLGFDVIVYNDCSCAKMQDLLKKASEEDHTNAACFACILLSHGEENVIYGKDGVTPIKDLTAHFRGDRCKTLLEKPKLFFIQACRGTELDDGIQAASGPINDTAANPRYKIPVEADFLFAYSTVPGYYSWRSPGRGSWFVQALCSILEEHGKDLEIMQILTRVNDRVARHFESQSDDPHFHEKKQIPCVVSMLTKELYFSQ
#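 System: Uncleavable procaspase-7 mutant enzyme; Amount: 2 µM procaspase-7 mutant as dispensed; Schedule: 1 h compound preincubation, 2 h substrate cleavage, 25 °C; Measured by: 405 nm absorbance of p-nitroaniline; Evaluation: percent activation from buffer-corrected 0–120 min absorbance change; Control set: low DMSO alone, high DMSO plus 5 µM PC-7.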
# RPL19A-GFP yeast = alters RPL19A-GFP fluorescence in TOR pathway yeast screen | S. cerevisiae RPL19A-GFP strain, flow cytometry, 3 h; hits give low values | percent response vs DMSO, % at 10 µM | 0.3% of 330,000 active | AID 2025;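 active = percent response vs DMSO below 50%; inconclusive = fewer than 70 events counted for the yeast strain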;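 note: median channel GFP fluorescence of the barcoded RPL19A-GFP strain; ratio of sample median GFP to plate DMSO average so 100% = DMSO; lower means less RPL19A-GFP as with rapamycin TOR inhibition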
# CR mimetic SO = caloric restriction mimetics inhibiting age-related superoxide in yeast; S. cerevisiae aged cells, superoxide DHE fluorescence; hits give low values; superoxide response (% of plate mean), % at 10 µM; 0.18% of 330,000 active;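 active = superoxide response under a set limit, about three screen SD below normal, cut at about 65% in these data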;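 note: yeast aged for seven days with compound at 30 °C before DHE staining; 100% = average MFI of all compound-treated wells on the plate with controls excluded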
# GASC-1 inh = inhibitors of human GASC-1 (JMJD2C) demethylase; GST-JMJD2C(1-420) H3K9me3 demethylation, DELFIA europium; AID 2099; Q9H3R0; 0.069% of 330,000 active; inhibition, % at 2.35 µM;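 active = more than half of a compound's replicate wells show inhibition beyond 50%, single wells judged on their own value; inconclusive = some, but no more than half, of replicates pass 50% inhibition; inactive = no replicate passes 50% inhibition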;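 note: signal counts dimethyl H3K9 product captured on neutravidin plate; 0% = median of DMSO wells and 100% = 0.3 times that DMSO median; strong numbers were not always called active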
# Target sequence (Q9H3R0 1-420 limits assumed): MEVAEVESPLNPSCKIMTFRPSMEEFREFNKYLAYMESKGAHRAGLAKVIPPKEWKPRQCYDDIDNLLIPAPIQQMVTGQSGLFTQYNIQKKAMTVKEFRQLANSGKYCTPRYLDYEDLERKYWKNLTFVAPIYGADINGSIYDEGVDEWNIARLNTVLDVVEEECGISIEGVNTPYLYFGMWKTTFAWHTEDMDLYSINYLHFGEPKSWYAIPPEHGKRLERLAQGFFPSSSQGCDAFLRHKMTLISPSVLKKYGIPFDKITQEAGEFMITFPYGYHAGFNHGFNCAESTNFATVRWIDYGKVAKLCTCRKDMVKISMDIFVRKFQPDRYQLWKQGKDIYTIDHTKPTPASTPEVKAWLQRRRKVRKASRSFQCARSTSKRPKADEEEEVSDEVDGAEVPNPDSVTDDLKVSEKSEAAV
# The depositor's hits bear a star; i = inactive; ? = inconclusive; / = no result given; & = joins results of further samples; [ ] = remark or other dose.
SMILES,proCasp3 act,LAP4-GFP MLPCN,MEP2 TOR yeast,AHR act,proCasp7 act,RPL19A-GFP yeast,CR mimetic SO,GASC-1 inh
COc1ccc(OC)c(S(=O)(=O)NCC(c2ccco2)N2CCc3ccccc32)c1 (stereo not given),-3,91,102,1,5,92,100,?
CCOC(=O)C1C(CC)NC(=S)NC1(C)O (stereo not given),1,107,101,-1,6,97,94,-6
CCN1CCN(C(=O)c2ccc3c(c2)N(Cc2ccc(C)cc2)CCS3)CC1,-4,94,93,-2,7,93,91,-7
CC(C)(C)C(=O)OCCn1c(=O)c2cc3c(=O)n(CCOC(=O)C(C)(C)C)c(=O)c3cc2c1=O,4,91,98,-4,5,92,105,2
c1csc(-c2ncc3ccccn23)c1,-7,105,102,15,-11,96,116,7
Cc1ccc(C(=O)Nc2ccccc2-c2ccccc2)o1,1,92,103,-2,-5,94,118,8
O=C(NNC(=O)c1cccs1)c1csc(N2CCOCC2)n1,6,101,106,25,3,100,114,6
COCCn1c(SCC(=O)Nc2ccc3c(c2)OCCO3)nnc1-c1ccncc1,8,94,108,0,-2,102,107,10
CCOc1ccc(C2/C(=C(\O)c3ccc4c(c3)OCCO4)C(=O)C(=O)N2CCCN2CCOCC2)cc1 (stereo not given),3,98,102,0,-33,105,101,39
COc1cc(-c2noc(C)c2C#Cc2nccn2C)cc(OC)c1OC,1,118,90,66*,6,96,97,9
CCCc1cc(=O)n2[nH]c(NCc3c(Cl)cccc3Cl)nc2n1,-2,105,99,4,-8,105,93,-2
COc1ccc(OC)c(C=Nc2ccccc2-c2nc3ccccc3[nH]2)c1,-3,94,102,87*,3,98,104,7
CCOc1ccc(CNC(=O)Cn2ccc3cc(S(=O)(=O)N4CCCC4)ccc32)cc1,-2,91,99,8,7,95,98,1
CCOCCCNC(=O)C(NC(=O)CNC(=O)c1ccccc1)c1ccc(C)cc1 (stereo not given),5,95,98,1,5,97,94,-13
O=C1CC2(CCN(S(=O)(=O)c3ccccc3)CC2)Oc2ccccc21,4,111,102,3,4,103,102,18
O=c1c2ccccc2cnn1Cc1n[nH]c(=S)n1-c1ccc(F)c(Cl)c1,3,105,102,1,-7,94,121,7
N#C/C(=C\c1cc(Cl)ccc1O)C(=O)NC1CCCCC1,-6,107,116,2,0,109,81,-54
O=C(c1ccc(Cl)c([N+](=O)[O-])c1)N1CCCc2ccccc21,-3,103,97,8,9,96,98,1
COc1cccc(CN2CCN(Cc3ccc(O)c(OC)c3)CC2CCO)c1 (stereo not given),5,110,101,3,3,96,90,12
CCc1cc2cc(C)ccc2nc1SCC(=O)Nc1cc(C)on1,-4,104,100,1,-2,101,106,-3
Cc1ccc(CSCCNC(=O)CN(c2cccc([N+](=O)[O-])c2)S(C)(=O)=O)cc1,0,100,94,3,13,94,105,113
Cc1nnc(NC(=O)CSc2nnc(-c3ccco3)n2C(C)C)s1,-2,96,100,0,8,100,96,-6
Cn1ccnc1SCC(=O)Nc1ccc(Oc2ccccc2)cc1,-7,132,134,0,3,114,97,19
CCOC(=O)C(NC(=O)CC)(Nc1cc(C)on1)C(F)(F)F (stereo not given),5,101,106,0,17,103,83,-23
CCOc1ccc(C(=O)O/N=C(\N)c2ccc([N+](=O)[O-])cc2)cc1OCC,-8,91,94,0,0,104,109,2
O=C(O)COc1ccc2c3c(c(=O)oc2c1)CCC3,-3,98,104,0,11,100,96,8
COc1ccc(CNS(=O)(=O)c2cc(OCC(N)=O)c(C)cc2Cl)cc1,7,82,87,0,6,96,i,9
O=C(CN1C(=O)NC2(CCCCC2)C1=O)N1CCN(c2ncccn2)CC1,8,97,95,-1,5,95,93,10
Cc1cccc(N(C(=O)CCC(=O)Nc2ccccn2)C(C(=O)NC(C)C)c2ccc(F)cc2)c1 (stereo not given),5,101,93,0,4,92,108,-15
CCOC(=O)N1CCC(N2C(=O)c3ccccc3C2=O)CC1,5,100,98,-4,4,99,112,4
Cc1cc(Cn2ccnc2)c(C)cc1Cn1ccnc1,10,102,103,5,0,101,110,-25
c1ccc(-c2noc(-c3ccccc3-c3ccccc3)n2)cc1,-1,106,108,62*,5,100,109,10
O=C(CSc1nc(=O)n(CCCN2CCOCC2)c2c1CCCC2)Nc1ccc(F)cc1F,2,111,97,-1,4,96,86,9
Cc1cc(O)cc(O)c1-c1onc(C(F)(F)F)c1-c1cscn1,-5,100,105,1,-3,94,121,1
COc1ccccc1CNC(=O)C(CCSC)NC(=O)C1CCC(C)CC1 (stereo not given),-3,102,99,6,10,102,94,2
COCCCNS(=O)(=O)c1ccc2[nH]c3c(c2c1)CCCCC3,-1,94,113,6,2,100,93,16
COc1ccc(Cl)cc1N(CC(=O)N1CCC(C)CC1)S(C)(=O)=O,9,111,112,0,-5,102,107,4
CC(OC(=O)c1cccc(S(=O)(=O)N2CCCC2)c1)C(=O)NC1CCCCC1C (stereo not given),7,101,103,5,5,100,97,0
CCCc1cc(=O)[nH]c(SCc2nc3ccc([N+](=O)[O-])cc3[nH]2)n1,-2,95,98,3,1,100,110,7
CCOc1ccc(-n2c(SCC(=O)Nc3ccc(OC)cc3)nc3c(c2=O)SCC3)cc1,3,100,107,6,68*,101,121,-11&4
Fc1cc(Br)ccc1Nc1nc2ccccc2n2nnnc12,7,96,105,131*,-2,97,86,5
CN(C)c1ccc(C2CC(c3cccc(NS(C)(=O)=O)c3)=NN2C(=O)c2ccccc2)cc1 (stereo not given),-10,88,94,2,-3,89,94,12
COc1ccc2oc(-c3ccccc3)c(C(=O)N3CCOCC3)c2c1,9,104,100,25,-3,92,108,-1
CCOC(=O)c1cnc(SCC(=O)OCC(=O)NC2CCS(=O)(=O)C2)nc1N (stereo not given),6,111,109,-2,3,106,106,-1
O=c1[nH]nc(Cc2ccc(-c3ccccc3Cl)o2)c2ccccc12,4,96,94,7,1,96,94,-6
O=C(CC12CC3CC(CC(C3)C1)C2)NCc1ccc(F)cc1,8,81,83,0,-8,95,103,-484
O=C(COC(=O)CNC(=O)c1ccccc1Cl)NC1CC1,3,97,99,0,2,99,113,3
O=C(CCC(=O)OCC(F)(F)C(F)F)Nc1ccc(F)cc1F,10,87,97,-1,-3,99,99,15
C/C(N)=C(/C#N)C(=O)CSc1ncnc2ccccc12,0,99,105,41,1,104,89,4
Cc1cccc(C)c1NC(=O)CN(C)CC(=O)Nc1ccc(F)c(Cl)c1,6,93,90,2,-4,96,88,/

# Next section
SMILES,proCasp3 act,LAP4-GFP MLPCN,MEP2 TOR yeast,AHR act,proCasp7 act,RPL19A-GFP yeast,CR mimetic SO,GASC-1 inh
CC(=O)Nc1sc(C)c(C)c1C(=O)OCC(=O)Nc1cc(S(=O)(=O)N2CCCCC2)ccc1Cl,-2,91,135,0,10,69,94,-4
O=C(CSc1ccccc1)NCc1ccc(F)cc1,-5,113,107,5,-3,107,89,-2
N#C/C(=C\Nc1ccc2cn[nH]c2c1)c1nc(-c2ccc(Cl)cc2)cs1,0,94,95,52*,-6,94,120,18
O=C(NCc1ccccc1)C(=O)Nc1nccs1,7,97,94,1,2,101,99,/
CCOC(=O)N1CCC2(CC1)C(C#N)=C(N)Oc1c2c(C)nn1-c1cccc(Cl)c1,2,82,99,3,-2,113,93,-1&-5
O=C(CCNS(=O)(=O)c1cccc2nsnc12)NC1CCCc2ccccc21 (stereo not given),2,84[may fluoresce violet],143[may fluoresce violet],8,5,66[may fluoresce violet],100,-8
CCOc1ncccc1C(=O)Nc1ccc(C)c(S(=O)(=O)N2CCCCCC2)c1,-1,91,91,3,-1,94,108,/
CCOC(=O)N1CCN(C(=O)CN(C2CCCCC2)S(C)(=O)=O)CC1,-4,98,108,1,3,101,76,6
CCc1nc(SCC(=O)c2ccc(C)c(C)c2)n[nH]1,-6,108,109,-1,-6,94,105,-10
O=C(Nc1ccc(F)cc1)c1ccc(NC(=O)C2CCCO2)cc1 (stereo not given),2,111,105,0,1,95,94,-10
CC(C)(C)Nc1cccccc1=O,-6,107,97,5,-8,102,112,-6
COCCN(CC(=O)Nc1cccc(C)c1C)C(=O)c1ccc(-n2cccn2)cc1,15,96,99,2,1,98,109,0
COC(=O)Nc1nnc(CCc2ccccc2)s1,5,92,106,2,11,92,105,-3
O=C(NNC(=O)c1cncc(Br)c1)c1ccncc1,4,98,95,2,10,91,109,1
CN(C)C1=NC[C@H](Cc2ccccc2)N1CC1CCCCC1,-4,90,101,3,0,97,94,1
CC1(C)Cc2c(sc(NC(=O)C(=O)N3CCCC3)c2C(N)=O)CO1,-5,103,98,15,-8,96,106,1
Nc1nccc(-c2cccs2)n1,4,87,96,1,10,97,100,-1
Cc1ccc(C)c(NC(=O)c2cc3ccccc3o2)c1,/,104,100,/,/,101,103,-11
CCCCN(C(=O)c1ccc2ccccc2c1)c1c(N)n(CCCC)c(=O)[nH]c1=O,5,98,97,3,10,92,92,5
CCCN1C(=O)/C(=C/c2ccc(OCc3ccc(C(=O)O)cc3)c(OC)c2)NC1=S,-2,100,96,2,5,96,104,2
CC(C)(C)c1cc(C2=CSC3=NCCN23)cc(C(C)(C)C)c1O,-4,78,94,0,-1,94,95,7
C=C1CCC[C@]2(C)C[C@H]3OC(=O)C(CNCCN(CC)CC)[C@H]3CC12 (stereo not given in full),-2,99,110,2,-14,110,56*,3
CC(=O)c1cc(CC=C(C)C)c(O)c(CC=C(C)C)c1O,-7,97,101,3,7,99,123,1
O=C(Cc1ccccc1)N1CCCC(c2nc(-c3ccc(S(=O)(=O)N4CCCC4)cc3)no2)C1 (stereo not given),-2,101,107,0,6,91,112,7
CCCS(=O)(=O)N1CCN(Cc2ccccc2OCC)CC1,3,105,98,9,5,95,100,/
Nc1nc(NCCc2ccccc2)nc(NCc2ccccc2)c1[N+](=O)[O-],0,98,105,-1,3,102,98,33
CC(=O)Oc1cccc(C(=O)Nc2c[nH]c(=O)[nH]c2=O)c1,7,103,102,0,6,97,106,1
Cc1sc2nc(SCc3ccc(C(=O)O)cc3)n(Cc3ccco3)c(=O)c2c1C,-12,102,101,0,-3,99,101,4
Cc1[nH]c2ccccc2c1C(=O)CN1C(=O)C(=O)N(C2CCCC2)C1=O,3,105,100,-1,8,95,102,-14
O=C(Nc1ccccc1)NC1CCN(CCCN2C(=O)c3ccccc3C2=O)CC1,0,98,102,-2,6,101,113,-15

# Screens (PubChem)
